# Bioassay records deposited in PubChem BioAssay by Johns Hopkins Ion Channel Center.
# RGS4 block – RGS4 inhibitors, primary screen, cell-based, HEK293 M3R inducible RGS4, calcium flux. AID 463165, 2010. Fluo-4 calcium flux; active compounds read high; triggered by carbachol at its EC20. 310,000 tested, 0.45% active. Regulator of G-protein signaling 4 (Homo sapiens), P49798. B-score at 10 µM;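 active = B-score, a plate-corrected calcium signal, over three deviations above library mean, with baseline fluorescence within five deviations of library mean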;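 also: RGS4 expression induced by doxycycline in cells with stable M3 receptor; B-score is computed from the integrated fluorescence ratio over baseline after carbachol; higher B-score means a larger calcium signal and so more RGS4 inhibition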
# MrgX1 allo act – positive allosteric modulators of MrgX1, primary screen, HEK293 cells, Fluo-4 calcium flux; Mas-related G-protein coupled receptor member X1 (Homo sapiens), Q96LB2; FDSS; active compounds read high; B-score at 10 µM; 310,000 tested, 0.63% active; AID 588675, 2011;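 active = plate-corrected calcium response at least 3 library SD above typical, normal starting fluorescence, not activating the receptor alone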;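 also: compound read alongside a low EC10 to EC30 dose of BAM8-22 agonist; peak minus trough fluorescence over baseline measured at the second addition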
# Target sequence (Q96LB2 whole entry, looked up): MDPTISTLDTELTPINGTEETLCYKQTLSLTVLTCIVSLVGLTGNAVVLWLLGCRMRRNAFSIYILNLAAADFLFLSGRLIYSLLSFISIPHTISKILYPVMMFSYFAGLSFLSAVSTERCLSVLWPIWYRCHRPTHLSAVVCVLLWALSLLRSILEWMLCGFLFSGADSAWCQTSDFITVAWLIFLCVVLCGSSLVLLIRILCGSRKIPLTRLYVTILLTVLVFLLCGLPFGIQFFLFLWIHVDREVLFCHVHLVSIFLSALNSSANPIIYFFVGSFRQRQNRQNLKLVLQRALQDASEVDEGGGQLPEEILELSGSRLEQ
# TMEM16A inh – TMEM16A chloride channel inhibitors, primary screen, cell-based, HTS. HEK293 TMEM16A/YFP iodide influx fluorescence, ionomycin. 310,000 tested, 1.2% active. normalized B-score (activity score, 25-100; higher = stronger inhibition) at 10 µM;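 active = ratio plate-corrected score three or more library SD toward inhibition, starting fluorescence score within five deviations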;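 also: score derived from kinetic fluorescence span divided by baseline fluorescence per well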
# hERG protect – hERG rescue from dofetilide block, primary screen, cell-based, CHO-hERG, FluxOR thallium flux, dofetilide IC70; Voltage-gated inwardly rectifying potassium channel KCNH2 (Homo sapiens), Q12809; dofetilide IC70 present; activation (rescue from dofetilide block), less the hit threshold, % at 10 µM; 310,000 tested, 0.51% active; AID 1511, 2009;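 active = activation above the mean of controls blocked by dofetilide plus 5 SD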;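 also: thallium influx through hERG after potassium depolarization seen as dye fluorescence rise; in these data hits start at about 4.7%; inactives centre near -7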
# KCNQ1 act – potentiators or activators of KCNQ1 channel, primary screen, cell-based, thallium flux, high-throughput. 310,000 tested, 0.35% active. Potassium voltage-gated channel subfamily KQT member 1 (Homo sapiens), P51787. AID 2648, 2010. CHO-K1 KCNQ1, thallium flux FluxOR fluorescence; active compounds read high. B-score at 10 µM;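 active = fluorescence ratio B-score, a plate-corrected score, at least three library SD, with initial intensity B-score within 5 SD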
# Target sequence (P51787 whole entry, looked up): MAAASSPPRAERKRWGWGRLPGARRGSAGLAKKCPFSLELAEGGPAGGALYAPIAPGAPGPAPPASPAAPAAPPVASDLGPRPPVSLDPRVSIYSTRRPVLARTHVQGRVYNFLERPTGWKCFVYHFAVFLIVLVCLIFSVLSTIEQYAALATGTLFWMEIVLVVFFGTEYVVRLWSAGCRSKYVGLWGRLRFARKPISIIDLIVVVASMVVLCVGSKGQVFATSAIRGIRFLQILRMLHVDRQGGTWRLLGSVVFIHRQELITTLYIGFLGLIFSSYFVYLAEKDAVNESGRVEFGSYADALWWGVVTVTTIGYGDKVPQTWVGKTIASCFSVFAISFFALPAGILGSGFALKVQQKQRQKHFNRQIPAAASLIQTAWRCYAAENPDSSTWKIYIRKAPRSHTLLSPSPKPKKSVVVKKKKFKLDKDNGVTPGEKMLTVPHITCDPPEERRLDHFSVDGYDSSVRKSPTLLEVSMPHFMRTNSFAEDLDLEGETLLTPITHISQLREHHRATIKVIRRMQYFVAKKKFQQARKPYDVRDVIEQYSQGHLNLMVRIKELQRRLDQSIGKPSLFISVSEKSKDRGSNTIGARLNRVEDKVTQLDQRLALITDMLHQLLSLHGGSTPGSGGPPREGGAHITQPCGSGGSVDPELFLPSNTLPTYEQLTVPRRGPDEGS
#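 Test system: CHO-K1 cells stably expressing KCNQ1 / Medium: assay buffer / Also added: depolarizing K+/Tl+ stimulus, K2SO4 and Tl2SO4 each 12.5 mM in 5x stock / Incubation: 90 min dye loading and 20 min compound exposure, both at room temperature / Signal: thallium influx via FluxOR fluorescence, kinetic imaging / Evaluation: B score of baseline-normalized fluorescence ratio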
# KCNK9 block – KCNK9 potassium channel inhibitors, primary screen, HEK293 cells, thallium flux. FluxOR thallium flux fluorescence; active compounds read low. AID 488922, 2010. B-score at 10 µM. 310,000 tested, 1.2% active;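 active = ratio B-score over 3 SD below the library mean, with starting fluorescence within 5 SD of its mean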;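 also: negative B-score means less thallium flux so channel inhibition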
# MrgX1 ag – agonists of human MrgX1 receptor, primary screen, HEK293 cells, Fluo-4 calcium flux; Mas-related G-protein coupled receptor member X1 (Homo sapiens), Q96LB2; Fluo-4 calcium fluorescence, agonist mode; active compounds read high; B-score at 10 µM; 310,000 tested, 0.44% active; AID 588627, 2011;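 active = calcium response B-score plate-corrected fluorescence ratio at least 3 library SD, with starting fluorescence B-score inside 5 SD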
#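 Material: MrgX1-expressing HEK293 cells / Dosing: compound as first of three additions / Incubation: overnight seeding, then 1 h dark dye loading / Signal: Fluo-4 NW calcium fluorescence / Evaluation: B-scored fluorescence response ratio / Benchmarks: positive and negative control wells on each plate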
# ANO1 activ – TMEM16A chloride channel activators or potentiators, primary screen, cell-based, HTS | 340,000 tested, 0.3% active | B-score at 10 µM | HEK293 TMEM16A/YFP-H148Q/I152L, iodide quench fluorescence; active compounds read low;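 active = fluorescence-ratio B-score plate-corrected deviation score at least 3 library SD below zero, with starting fluorescence score within 5 deviations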;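 also: channel opened by trigger with iodide after compound preincubation; score built on the fluorescence ratio of max minus min over baseline; more negative score means more quench and so TMEM16A activation or potentiation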
# KCNQ1 block – inhibitors of human KCNQ1 channel, primary screen, cell-based, thallium flux, high-throughput; B-score at 10 µM; Potassium voltage-gated channel subfamily KQT member 1 (Homo sapiens), P51787; 310,000 tested, 1.3% active; CHO-K1 KCNQ1, FluxOR thallium flux fluorescence; active compounds read high; AID 2642, 2010;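 active = compounds whose thallium flux B-score, printed positive for inhibition, exceeds three library SD while starting fluorescence stays within three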;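 also: channel opened by potassium depolarization with thallium stimulus after 20 min compound exposure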
# RGS4 act – RGS4 potentiators or activators, primary screen, cell-based, HEK293 M3R inducible RGS4, calcium flux; B-score at 10 µM; carbachol calcium flux Fluo4; active compounds read low; 310,000 tested, 0.92% active;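 active = B-score of the integrated calcium signal more than 4 SD below the library mean, with starting fluorescence not abnormally high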;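 also: negative B-score means reduced calcium response which marks RGS4 activation or potentiation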
#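 Assay system: HEK293 FlpIn-TREx cells, stable M3R, doxycycline-inducible RGS4 / Probe or stimulus: carbachol, ECmax concentration / Times: overnight RGS4 induction, 30 min dye load 37 °C, 20 min compound RT / Signal: kinetic calcium fluorescence imaging with Fluo4-AM dye, 2 µM / Measure: Agonist-evoked peak-minus-minimum fluorescence over baseline, integrated ratio, B score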
# KCNK3 block – human KCNK3 channel inhibitors, primary screen, CHO cells, FluxOR thallium flux, B-score. Potassium channel subfamily K member 3 (Homo sapiens), O14649. FluxOR fluorescence; active compounds read low. B-score at 10 µM. 340,000 tested, 0.84% active;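 active = B-score under library mean minus 4 SD, starting fluorescence ratio at most library mean plus 5 SD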;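 also: more negative B-score means stronger inhibition of thallium flux through KCNK3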
# An asterisk follows results filed as active; i = inactive; . = not tested or not shown.
# Sequence of screens: KCNQ1 block	TMEM16A inh	KCNQ1 act	RGS4 block	RGS4 act	KCNK9 block	hERG protect	MrgX1 allo act	ANO1 activ	KCNK3 block	MrgX1 ag
> O=C(NCCN1CCCOC1=O)C(=O)NCCN1CCCOC1=O
 : i	i	i	i	i	i	-7	i	i	i	i
> COc1ccc(S(=O)(=O)N2CCCN(CC(=O)Nc3ccc(NC(C)=O)cc3)CC2)cc1
 : i	i	i	i	i	i	-7	i	i	i	i
> O=C(Nc1ccccc1)Nc1ccccc1NS(=O)(=O)c1cccs1
 : 10*	i	i	i	i	i	-21	i	i	i	i
> CCCc1cc(C(=O)Nc2ccn(Cc3ccc(C)cc3)n2)no1
 : i	i	i	i	i	i	-7	i	i	i	i
> Cc1c(Cl)c([N+](=O)[O-])nn1CC(=O)N1CCCC1
 : i	i	i	i	i	i	-10	i	i	i	i
> CC1(C)Cc2c(c(N3CCOCC3)nc3sc4c(NCc5ccco5)nnnc4c23)CS1
 : i	i	i	i	i	i	-6	i	i	i	i
> COc1ccc(-c2nnn(CC(=O)N(CCN3CCOCC3)C(C(=O)NC3CCCC3)c3ccco3)n2)cc1 (stereo not drawn)
 : i	i	i	i	i	i	-15	i	i	i	i
> CSc1ccccc1NC(=O)c1ccccc1
 : i	i	i	i	i	i	-9	i	i	i	i
> COC(=O)c1ccsc1NC(=O)CCc1ccccc1
 : i	i	i	i	i	i	-6	i	i	i	i
> CCC1SC2=NC(C)=C(C(=O)OC)C(c3ccc(C)cc3)N2C1=O (stereo not drawn)
 : i	i	i	i	i	i	-4	i	i	i	i
> COc1ccc(OCC(=O)Nc2ccc(S(=O)(=O)Nc3cc(C)on3)cc2)cc1
 : i	i	i	i	i	i	-11	i	i	i	i
> COc1ccccc1CNC(=O)C(C)n1nc(C)c2c(C)n(-c3ccccc3)nc2c1=O (stereo not drawn)
 : i	i	i	i	i	i	-5	i	i	i	i
> O=C(COC(=O)/C=C/c1ccccc1)Nc1cccc(Oc2ccccc2)c1
 : i	i	i	i	i	i	-4	i	i	i	i
> Cn1c(=O)c2c(-c3ccccc3)n3c4ccccc4ncc3c2n(C)c1=O
 : i	i	i	i	i	i	-2	i	.	.	i
> Cc1cc(C)nc(NC(=O)c2ccc(Cl)cc2)n1
 : i	i	i	i	i	i	-6	i	i	i	i
> O=C(NC(=S)Nc1ccc(S(=O)(=O)Nc2nccs2)cc1)c1ccc(F)c(F)c1
 : i	i	i	i	i	i	-3	i	i	i	i
> O=C(Nc1nc2c(s1)CCCC2)c1ccc2ncsc2c1
 : i	i	i	i	i	i	-4	i	i	i	i
> CCOc1nc2cnccc2n(CC(=O)Nc2cccc(C)c2)c1=O
 : i	i	i	i	i	i	-7	i	i	i	i
> Cn1c(SCc2cc(=O)[nH]c3ccccc23)nnc1-c1ccco1
 : i	i	i	i	i	i	-4	i	i	i	i
> Cc1cccc(COCC(Cc2ccccc2)N2CCN(C(=O)c3ccc(C(F)(F)F)cc3)CCC2=O)c1 (stereo not drawn)
 : i	i	i	i	i	i	-12	i	i	i	i
> COc1ccc(/C=N/n2cc(-c3ccc(OC)cc3)nc2N)cc1
 : i	i	i	37*	i	i	-7	i	i	i	i
> N#Cc1cc2c(nc1S(=O)(=O)Cc1ccccc1)CCCC2
 : i	i	i	i	i	i	-2	i	i	i	i
> CC1(C)CC2(CC(C)(C)NC(=O)N2)NC(=O)N1
 : i	i	i	i	i	i	-9	i	i	i	i
> CCOC(=O)c1ccccc1NC(=O)C1CCN(c2ncnc3sc(C)c(C)c23)CC1
 : 10*	i	i	i	i	i	-11	i	i	-8.9*	i
> O=S1(=O)CCOC[C@H](CC2CCCCC2)N1Cc1ccc(F)cc1
 : i	i	i	i	i	i	-3	i	i	i	i
> Cc1ccc(S(=O)(=O)n2c3ccc(Cl)cc3c3nc(C)sc32)cc1
 : i	.	i	i	i	i	-4	.	i	i	.
> COc1ccc([C@H]2Oc3cc(O)cc(O)c3C(=O)C2[C@@H]2C(=O)c3c(O)cc(O)cc3O[C@@H]2c2ccc(OC)cc2)cc1 (stereo partly drawn)
 : i	100*	i	i	i	i	-4	i	.	.	i
> COc1ccccc1OCC(=O)Nc1ccc2c(c1)n(C)c(=O)n2C
 : i	i	i	i	i	i	-11	i	i	i	i
> CC(=O)Nc1cc(C(C)(C)C)c(O)c(C(C)(C)C)c1
 : i	i	i	i	i	i	-9	i	i	i	i
> [O-][n+]1c2c(nn1-c1ccc(Cl)c(Cl)c1)-c1nonc1CC2
 : i	i	i	i	i	i	-2	i	i	i	i
> O=C(COC(=O)c1cccc(NS(=O)(=O)/C=C/c2ccccc2)c1)Nc1ccccc1OC(F)F
 : i	i	i	i	i	i	-11	i	i	i	i
> Cc1nn(C)c(=O)n1-c1ccc(Oc2ccccc2)cc1
 : i	i	i	i	i	i	0	i	i	i	i
> CCOC(=O)c1cc(-c2ccccc2)sc1NC(=O)C(C)N1C(=O)NC(C)(c2ccc(Cl)cc2)C1=O (stereo not drawn)
 : i	i	i	i	i	i	-7	i	i	i	i
> C[C@H]1CC[C@@]2(O[C@@H](CCO)C[C@@H](O)[C@@H]2O)O1
 : i	i	i	i	i	i	-5	i	i	i	i
> COc1cccc(-c2nnc(SCc3ccc(C#N)cc3)n2Cc2ccco2)c1
 : i	i	i	i	i	i	-24	i	i	i	i
> O=c1[nH]c2cc3c(cc2cc1CN(Cc1nnnn1CC1CCCO1)C1CCCCC1)OCO3 (stereo not drawn)
 : i	i	i	i	i	i	-17	i	.	i	i
> Cc1cccc(Nc2ncnc3onc(-c4cccc(Cl)c4)c23)c1
 : i	i	i	i	i	i	-6	i	i	i	i
> COc1ccc2cc(C#N)c(N3CCOCC3)nc2c1
 : i	i	i	i	i	i	-18	i	i	i	i
> CCN1CCN(C(=O)c2sc3ncnc(N4CCc5ccccc5C4)c3c2C)CC1
 : i	i	i	i	i	i	-16	i	i	i	i
> O=C(/C=C/c1ccccc1[N+](=O)[O-])NCc1ccccc1Cl
 : i	i	i	i	i	i	-6	i	i	i	i
> COc1ccc(-c2cc(C(=O)N3CCN(c4ncccn4)CC3)c3ccccc3n2)c(OC)c1
 : i	i	i	i	i	i	-34	7.4*	i	i	i
> COC(=O)C1=C(N)c2c(F)cccc2C1(C#N)c1ccccc1 (stereo not drawn)
 : i	i	i	i	i	i	-10	i	i	i	i
> CNc1ccc(C2(O)C(=O)c3ccccc3C2=O)cc1
 : i	i	i	i	i	i	-9	i	i	i	i
> O=C(Nc1ccccc1F)c1ccc(CSc2ccccc2)o1
 : i	i	i	i	i	i	-3	i	i	i	i
> CN(C)S(=O)(=O)c1ccc2c(c1)nc1n2CCC1
 : i	i	i	i	i	i	-6	i	i	i	i
> Cc1ccccc1C(=O)N(Cc1cccs1)C1CCS(=O)(=O)C1 (stereo not drawn)
 : i	i	i	i	i	i	-5	i	i	i	i
> Cc1ccc(S(=O)(=O)N2CCN(C(=O)N3CCOCC3)C2C)cc1 (stereo not drawn)
 : i	i	i	i	i	i	-12	i	i	i	i
> CCCCN(CC)C(=O)c1ccc(Cl)cc1
 : i	i	i	i	i	i	-17	i	i	i	i
> Nc1nc(Cl)cc(Nc2ccccc2Cl)n1
 : i	i	i	i	i	i	-5	i	i	i	i
> COCCCNc1ncnc2ccc(C)cc12
 : i	i	i	i	i	i	0	i	i	i	i
> COn1c(SCc2ccc(Cl)cc2)nc2ccccc2c1=O
 : i	i	i	i	i	-18*	-21	i	i	i	i
> CCC(=O)N1CCc2cc(S(=O)(=O)NC(C(=O)N3CCN(c4ccc(F)cc4)CC3)C(C)C)ccc21 (stereo not drawn)
 : i	i	i	i	i	i	-9	i	i	i	i
> C=CCn1c(SCC(=O)NC2CCCCC2)nnc1-c1ccc(OC)cc1
 : i	i	i	i	i	i	-6	i	i	i	i
> CCOC(=O)c1cnc2cc(C)nn2c1-c1ccccc1
 : i	i	i	i	i	i	-10	i	i	i	i
> COc1cccc(C(=O)NCCSCc2c(F)cccc2Cl)c1
 : i	i	i	i	i	i	-8	i	i	i	i
> CC1CCCC(C)N1S(=O)(=O)c1ccc(S(=O)(=O)NCc2ccccc2)cc1 (stereo not drawn)
 : i	i	i	i	i	i	-9	i	i	i	i
> O=Cc1cn(CC(=O)Nc2ccc(F)cc2)c2ccccc12
 : i	i	i	i	i	i	1	i	i	i	i
> Cc1ccc(NC(=O)CN2C(=O)NC3(CCc4ccccc43)C2=O)cc1 (stereo not drawn)
 : i	i	i	i	i	i	-13	i	i	i	i
> COc1ccccc1NC(=O)CSCc1ccc([N+](=O)[O-])cc1
 : i	i	i	i	i	i	-13	i	i	i	i
> CN(C)CCNc1ncnc2c1sc1nc(N3CCOCC3)c3c(c12)CC(C)(C)SC3
 : i	i	i	i	i	i	-18	i	i	i	i
> COc1ccccc1NC(=O)N1C2CCCC1CC(NC(=O)c1ccccc1)C2 (stereo not drawn)
 : i	i	i	i	i	i	-5	i	i	i	i
> CCN(CC)CCCN(Cc1cc2cc3c(cc2[nH]c1=O)OCO3)C(=O)Nc1ccccc1OC
 : i	i	i	i	i	i	0	i	i	i	i
> Cc1ccc(S(=O)(=O)N2CCOCC2)cc1NC(=O)COc1ccc2c(C)cc(=O)oc2c1
 : i	i	i	i	i	i	-7	i	i	i	i

# Not a hit list. Share with any hit: about 6.3%.
